Source: PubChem (several laboratories)
BH1578 lux ind: induces V. cholerae light production without autoinducers | V. cholerae BH1578 lux reporter, luminescence, 6 h | activation, % at 18.7 µM | 0.16% of 350,000 active; in the data active means activation mostly above about 9.7%, no sharp cut-off; further: not every result past the cut was called active; inactives centre near 0; reference of the scale not given here
Mtb UGM inh: inhibitors of M. tuberculosis UDP-galactopyranose mutase. purified UGM, fluorescence polarization probe displacement. inhibition, % at 10 µM. AID 504406. 0.06% of 320,000 active. P9WIQ1; in the data active means inhibition above about 10%, passing the limit was not always enough
Target sequence (P9WIQ1 whole entry, looked up): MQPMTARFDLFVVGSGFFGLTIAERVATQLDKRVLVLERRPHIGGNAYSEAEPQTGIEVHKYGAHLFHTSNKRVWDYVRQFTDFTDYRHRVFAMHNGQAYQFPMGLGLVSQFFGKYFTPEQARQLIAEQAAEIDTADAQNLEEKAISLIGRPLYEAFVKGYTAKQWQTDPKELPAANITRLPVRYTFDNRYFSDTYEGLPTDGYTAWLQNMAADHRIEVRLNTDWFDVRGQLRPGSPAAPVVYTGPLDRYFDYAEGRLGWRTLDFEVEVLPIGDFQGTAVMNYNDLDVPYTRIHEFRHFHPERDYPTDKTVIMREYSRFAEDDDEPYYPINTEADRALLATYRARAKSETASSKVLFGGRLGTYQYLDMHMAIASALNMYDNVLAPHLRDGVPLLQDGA
Yp Topo-I inh: inhibitors of Yersinia pestis topoisomerase I | Y. pestis Topo-I cleavage product accumulation, plate reader | activity, % at 10 µM | 0.064% of 360,000 active; in the data active means activity above about 50%, passing the limit was not always enough; further: inactives centre near 2
GDH-TPI inh: GDH-TPI coupled enzyme inhibition counter-screen. GDH-TPI coupled enzyme counterscreen, NADH absorbance. inhibition, % at 4.8 µM. 1.2% of 360,000 active. AID 588335; in the data active means inhibition above about 30%;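 further: 0% = DMSO wells and 100% = wells lacking the enzyme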
FadD28 FP inh: blocks FadD28 binding to the bisubstrate probe | fluorescence polarization | inhibition, % at 12.5 µM | 0.22% of 360,000 active; in the data active means inhibition above about 8.5%, passing the limit was not always enough
BioA inh: BioA (M. tuberculosis) enzyme inhibition | 0.096% of 360,000 active | purified M. tuberculosis BioA enzyme, plate reader | inhibition, % at 9.99 µM | AID 602481; in the data active means inhibition above about 40%
TcdB GH inh: TcdB glycohydrolase inhibition; 0.24% of 350,000 active; inhibition, % at 9.99 µM; TcdB glycohydrolase enzymatic assay, plate reader; AID 652162; in the data active means inhibition above about 10%
FBA Mtb inh: inhibitors of M. tuberculosis fructose-bisphosphate aldolase | P9WQA3 | purified M. tuberculosis FBA, fluorescence read-out | inhibition, % at 1 µM | 2.3% of 360,000 active | AID 588726; in the data active means inhibition above about 27%;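 further: 0% = vehicle and 100% = reference inhibitor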
Target sequence (P9WQA3 whole entry, looked up): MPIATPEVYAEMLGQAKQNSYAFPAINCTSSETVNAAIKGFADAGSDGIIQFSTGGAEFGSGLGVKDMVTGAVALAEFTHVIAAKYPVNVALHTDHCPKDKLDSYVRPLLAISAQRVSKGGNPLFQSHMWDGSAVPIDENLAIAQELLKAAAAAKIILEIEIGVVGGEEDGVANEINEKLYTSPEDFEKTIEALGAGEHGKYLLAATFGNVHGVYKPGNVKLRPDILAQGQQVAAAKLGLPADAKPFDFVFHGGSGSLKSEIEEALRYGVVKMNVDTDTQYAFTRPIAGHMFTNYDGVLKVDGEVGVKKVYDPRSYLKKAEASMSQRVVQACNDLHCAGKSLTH
PfHsp40 rescue: restores yeast growth despite PfHsp40 toxicity | S. cerevisiae expressing PfHsp40, growth rescue, ATP luminescence | growth rescue, % at 12.5 µM | 0.68% of 340,000 active | AID 504582; in the data active means growth rescue above about 28%, passing the limit was not always enough;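 further: yeast W303a lacking pdr1 and pdr3 grown in galactose medium; growth measured after three days at 30 °C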
Numbers without * were called inactive; i = inactive; nt = not tested or not shown; + = active, no number.

Keys – A = BH1578 lux ind; B = Mtb UGM inh; C = Yp Topo-I inh; D = GDH-TPI inh; E = FadD28 FP inh; F = BioA inh; G = TcdB GH inh; H = FBA Mtb inh; I = PfHsp40 rescue
O=[N+]([O-])c1ccc(CN2CCN(c3ccc(F)cc3)CC2)o1
  A: -2.4; B: 5.0; C: 7.0; D: 6.8; E: -2.5; F: -1.7; G: 0.7; H: -5.2; I: -3.0
NS(=O)(=O)c1ccc2nc(NC(=O)c3ccncc3)sc2c1
  A: -0.5; B: 1.1; C: -3.8; D: 20.8; E: -5.1; F: nt; G: 0.9; H: -5.9; I: -0.4
CC[n+]1ccccc1/C=C1\Sc2ccc(C)cc2N1C
  A: i; B: 2.1; C: -2.4; D: 7.1; E: -2.5; F: -4.8; G: 1.7; H: -0.6; I: 1.8
Clc1ccc(Cl)c(OCCCCN2CCNCC2)c1
  A: -0.7; B: 1.0; C: -16.5; D: 1.6; E: -4.1; F: 10.3; G: 1.7; H: 2.0; I: -0.3
COc1ccc(NC(=O)CSc2nc3c(c(=O)n2-c2ccc(F)cc2)SCC3)cc1
  A: -0.4; B: -0.1; C: 8.4; D: 3.8; E: -0.2; F: 17.1; G: 0.6; H: 0.1; I: 0.8
COc1ccc(-n2c(=O)c(CCC(=O)N(C)Cc3cccs3)nc3ccccc32)cc1
  A: i; B: -1.1; C: 35.4; D: 5.6; E: -0.3; F: 6.5; G: -0.3; H: -1.5; I: -0.9
CCCCn1c(N)c(N(CCC(C)C)C(=O)CCN2C(=O)C3CC=CCC3C2=O)c(=O)[nH]c1=O (configuration not stated)
  A: i; B: 1.2; C: -0.8; D: -2.8; E: -2.4; F: nt; G: -0.6; H: -2.3; I: -1.5
O=C(CN1C(=O)/C(=C/c2ccccc2)SC1=S)Nc1cccnc1
  A: -0.3; B: -1.9; C: 2.9; D: 3.9; E: 0.6; F: nt; G: 1.2; H: 3.8; I: -1.5
Cc1n[nH]c(=O)c2c(NC(=O)CSc3nc4ccccc4c(=O)n3-c3ccc(OC(F)F)cc3)oc(C)c12
  A: -1.6; B: -0.2; C: 5.4; D: 8.7; E: -3.2; F: 0.0; G: 1.6; H: -2.5; I: 0.4
COc1ccc(S(=O)(=O)NC(=O)C2(C)CCN2C(=O)c2c(C)noc2C)cc1 (configuration not stated)
  A: i; B: nt; C: 9.3; D: 0.0; E: -0.9; F: -1.0; G: 0.9; H: -2.6; I: nt
CC(OC(=O)[C@H](C)N=C1NS(=O)(=O)c2ccccc21)C(=O)Nc1ccc(F)c(F)c1F (some centres not stated)
  A: i; B: nt; C: -10.3; D: -0.9; E: -4.8; F: -0.5; G: 1.4; H: -1.8; I: nt
CCNc1nc(NCC)n2c(SCC(=O)Nc3ccc(F)cc3)nnc2n1
  A: i; B: -0.3; C: -7.0; D: 0.0; E: -4.2; F: 0.1; G: 0.4; H: -2.8; I: 1.1
COC(=O)c1cccnc1NC(=S)NNC(=O)c1ccncc1
  A: i; B: 0.2; C: 1.8; D: 8.0; E: 0.9; F: -0.6; G: 3.0; H: 1.8; I: -1.4
CC(c1ccccc1)C1CC(=O)N(Cc2ccco2)C1=O (configuration not stated)
  A: 0.3; B: -1.2; C: 15.1; D: 3.7; E: -0.1; F: nt; G: nt; H: 0.1; I: 0.2
O=C(c1ccccc1)N1CCN(Cc2ccccc2)CC1
  A: 0.7; B: -3.5; C: -2.3; D: -7.1; E: 0.4; F: 1.2; G: nt; H: -0.7; I: 0.0
O=S(=O)(NCc1nnc2ccccn12)c1ccc(F)cc1
  A: -0.3; B: nt; C: 11.1; D: 1.1; E: -3.5; F: 0.3; G: 1.5; H: -1.6; I: -0.4
CCn1ncc(/C=C/C(=O)Nc2c(C)nn(CC)c2C)c1C
  A: -0.2; B: -1.6; C: 3.9; D: -3.1; E: -3.6; F: -0.2; G: nt; H: -1.4; I: 0.6
CCN(CC)C1CCN(c2nc3nonc3nc2NCCOC)C1 (configuration not stated)
  A: -0.3; B: -0.9; C: 7.3; D: 9.2; E: -0.9; F: -1.1; G: 2.5; H: -4.0; I: -0.6
CC1(C)Cc2c(cnn2-c2ccc(F)cc2)C(NC(=O)C(C)(C)O)C1 (configuration not stated)
  A: i; B: -0.9; C: 12.5; D: -7.5; E: 1.6; F: 0.2; G: 1.2; H: 3.2; I: -0.3
Nc1nnc(CCN2CCCCC2)s1
  A: i; B: -1.6; C: -4.9; D: -2.8; E: -2.9; F: -3.2; G: nt; H: 2.4; I: -0.4
O=C(NCCOc1ccccc1Cl)c1cc(F)c(F)cc1Cl
  A: -0.6; B: -1.2; C: -0.5; D: 4.3; E: -0.5; F: 0.7; G: 1.5; H: -0.9; I: 0.1
COc1ccc(C(C)NC(=O)c2cccc([N+](=O)[O-])c2)cc1OC (configuration not stated)
  A: -1.5; B: 1.2; C: 2.4; D: -0.8; E: -0.4; F: 5.6; G: 3.6; H: 0.5; I: 0.2
CCOC(=O)Nc1ccc2c(c1)N(C(=O)OC)c1ccccc1CC2
  A: -0.7; B: 3.5; C: 2.4; D: -14.6; E: -3.3; F: nt; G: nt; H: -2.3; I: -1.1
N=C1/C(=C\c2ccc(OC(=O)c3ccccc3)cc2)C(=O)N=C2SC(N3CCOCC3)=NN12
  A: i; B: 2.2; C: 6.6; D: -1.3; E: 4.0; F: -0.6; G: 2.9; H: 4.9; I: 0.0
COc1ccc(C(=O)N2CCN(c3cccc(Cl)c3)CC2)cc1S(=O)(=O)NC1CC1
  A: -3.1; B: nt; C: 27.4; D: 0.4; E: -2.3; F: 1.3; G: 1.1; H: -3.0; I: -0.8
Cn1c2ccccc2c2ncn(Cc3ccc(F)cc3)c(=O)c21
  A: -0.6; B: 3.0; C: 6.7; D: 2.6; E: -2.2; F: -0.4; G: 1.3; H: 15.6; I: -0.1
O=c1oc2ccccc2n1CSc1nc2ccccc2s1
  A: -0.7; B: 2.1; C: 21.5; D: 3.0; E: -5.1; F: -1.1; G: nt; H: 1.2; I: 0.3
Cc1cccn2c(=O)c3cc(C(=O)NCc4ccc(F)cc4)c(=N)n(CC4CCCO4)c3nc12 (configuration not stated)
  A: i; B: -0.4; C: -2.8; D: 0.4; E: -2.1; F: 2.6; G: 0.7; H: +; I: 1.2
CCCCC(=O)N(C)c1c(C)nc2ccc(C(=O)NCc3ccccc3OC)cn12
  A: -4.5; B: nt; C: 2.3; D: -0.4; E: -2.6; F: -0.2; G: 1.1; H: -1.6; I: nt
CC(c1ccccc1)N1CCn2c(nc3cc(NC(=O)c4cccs4)ccc32)C1 (configuration not stated)
  A: 5.9; B: -0.3; C: 5.9; D: -1.1; E: -8.8; F: 14.1; G: nt; H: 2.2; I: -1.1

Molecules from the list above that contain two or more sulfur atoms:
Keys – A = BH1578 lux ind; B = Mtb UGM inh; C = Yp Topo-I inh; D = GDH-TPI inh; E = FadD28 FP inh; F = BioA inh; G = TcdB GH inh; H = FBA Mtb inh; I = PfHsp40 rescue
NS(=O)(=O)c1ccc2nc(NC(=O)c3ccncc3)sc2c1
  A: -0.5; B: 1.1; C: -3.8; D: 20.8; E: -5.1; F: nt; G: 0.9; H: -5.9; I: -0.4
COc1ccc(NC(=O)CSc2nc3c(c(=O)n2-c2ccc(F)cc2)SCC3)cc1
  A: -0.4; B: -0.1; C: 8.4; D: 3.8; E: -0.2; F: 17.1; G: 0.6; H: 0.1; I: 0.8
O=C(CN1C(=O)/C(=C/c2ccccc2)SC1=S)Nc1cccnc1
  A: -0.3; B: -1.9; C: 2.9; D: 3.9; E: 0.6; F: nt; G: 1.2; H: 3.8; I: -1.5
O=c1oc2ccccc2n1CSc1nc2ccccc2s1
  A: -0.7; B: 2.1; C: 21.5; D: 3.0; E: -5.1; F: -1.1; G: nt; H: 1.2; I: 0.3

Carrying on:
Keys – A = BH1578 lux ind; B = Mtb UGM inh; C = Yp Topo-I inh; D = GDH-TPI inh; E = FadD28 FP inh; F = BioA inh; G = TcdB GH inh; H = FBA Mtb inh; I = PfHsp40 rescue
C/C(=N\NC(=O)c1cc(-c2ccncc2)nc2ccccc12)c1ccc(N2CCOCC2)cc1
  A: i; B: -1.9; C: 15.3; D: 20.2; E: -5.8; F: nt; G: 0.3; H: -2.1; I: -0.8
CCOc1ccc(-n2c(C)cc(/C=N/NC(=O)C(N)=O)c2C)cc1
  A: i; B: -5.6; C: 7.1; D: 8.2; E: -1.1; F: nt; G: -3.1; H: -2.7; I: -0.5
Cn1c(N)c(C(=O)CSc2ncn[nH]2)c(=O)n(C)c1=O
  A: i; B: -1.4; C: 2.8; D: -2.6; E: -3.7; F: -0.5; G: 2.5; H: 5.3; I: -0.9
Cc1ccccc1C(=O)N[C@H](C(=O)OCC(=O)NC1CC1)C(C)C
  A: i; B: 0.3; C: -4.8; D: -5.6; E: 0.0; F: -2.7; G: -1.1; H: 1.1; I: -0.4
Cc1cccc(C#N)c1
  A: -0.3; B: 2.9; C: 0.7; D: 6.2; E: -1.9; F: -1.5; G: 0.4; H: 0.9; I: -1.4
O=C(CCN1C(=O)C2C3C=CC(C3)C2C1=O)Nc1ccc2c(c1)OCO2 (configuration not stated)
  A: -3.2; B: 2.6; C: -5.9; D: -2.3; E: -0.8; F: -0.3; G: nt; H: 0.1; I: 0.2
Cc1cccc(-c2nc(C#N)c(NCC3CCCO3)o2)c1 (configuration not stated)
  A: -1.1; B: -0.7; C: -3.7; D: -8.4; E: -2.7; F: -0.9; G: 0.3; H: 33.9*; I: -0.5
O=C(NC(Nc1ncc(S(=O)(=O)c2ccc([N+](=O)[O-])cc2)s1)(C(F)(F)F)C(F)(F)F)c1ccc(Cl)cc1
  A: -0.2; B: 0.7; C: -3.6; D: 8.2; E: 0.5; F: 5.7; G: nt; H: 0.9; I: -0.2
COCC(C)n1c(C)cc(C(=O)COC(=O)c2c(NC(C)=O)sc(C)c2C)c1C (configuration not stated)
  A: 2.9; B: -1.0; C: 16.9; D: 5.2; E: -2.9; F: 1.5; G: nt; H: 3.3; I: 1.0
O=C(COC(=O)c1ccc([N+](=O)[O-])o1)Nc1ccc(F)cc1
  A: i; B: 4.1; C: 5.4; D: 8.4; E: -1.5; F: -1.2; G: 1.8; H: 0.1; I: -1.6
CC(=O)c1ccc(-c2cnc3c(NC=O)cc(-c4cccc(NS(C)(=O)=O)c4)cn23)cc1
  A: i; B: nt; C: 2.1; D: 24.8; E: -10.3; F: 2.4; G: 0.3; H: 1.4; I: nt
N=c1n(CCN2CCCCC2)c2ccccc2n1CC(=O)c1cccs1
  A: i; B: 3.3; C: 3.3; D: 4.3; E: -2.1; F: 1.0; G: 0.6; H: 0.7; I: -1.9
O=C(OCCN1C(=O)c2cccc3c(N4CCOCC4)ccc(c23)C1=O)c1ccc(Cl)cc1Cl
  A: 0.0; B: 22.9*; C: 18.0; D: -0.7; E: -4.2; F: nt; G: nt; H: -3.9; I: 0.4
Cc1cc(Br)c(NC(=O)COC(=O)CC2CC3CCC2C3)c(Br)c1 (configuration not stated)
  A: -0.4; B: 1.4; C: 40.9; D: 12.5; E: -1.8; F: 2.8; G: 1.8; H: -2.6; I: 2.5
CCC/C=C/c1ccc(CN2C(CC(C)C)C(=O)N(Cc3cn(CCC4OCCO4)nn3)CCS2(=O)=O)cc1 (configuration not stated)
  A: -0.4; B: nt; C: 11.3; D: 1.9; E: -6.9; F: -8.3; G: 0.8; H: -2.4; I: nt
Cc1ccccc1NS(=O)(=O)c1ccc(-c2ccc(=O)[nH]n2)o1
  A: -4.2; B: -0.2; C: -8.1; D: 5.0; E: -3.4; F: nt; G: -0.5; H: -3.6; I: -0.3
CCCCOc1ccc(CC2C(=O)N(C)C(=O)N(C)C2=O)cc1
  A: -12.5; B: -1.6; C: 0.1; D: 7.6; E: -0.4; F: 0.7; G: nt; H: 0.7; I: 1.1
CC(C)c1nc2oc3c(=O)[nH]cnc3c2c2c1COC(C)(C)C2
  A: -0.3; B: 1.0; C: -1.2; D: 5.3; E: -2.2; F: 0.1; G: 0.8; H: 43.7*; I: -0.5
COc1ccc(CNC(=O)CCc2c(C)nc3cc(-c4ccccc4OC)nn3c2C)cc1
  A: -0.4; B: -3.3; C: 3.3; D: 16.1; E: -3.8; F: -0.6; G: 1.2; H: 14.9; I: -0.1
CC(C)(C)n1nnnc1C(c1cccs1)N1CCN(C/C=C/c2ccccc2)CC1 (configuration not stated)
  A: nt; B: nt; C: nt; D: nt; E: -2.4; F: -3.4; G: 1.6; H: 2.8; I: nt
CCOC(=O)c1c(-c2ccc(C)o2)csc1NC(=O)CN1CCN(CC)CC1
  A: -0.4; B: 0.3; C: 13.8; D: 5.0; E: -2.2; F: -2.7; G: nt; H: 1.8; I: -0.7
CCCSc1nnc2[nH]c(=O)cc(N)n12
  A: -0.3; B: 0.9; C: 3.6; D: 6.0; E: -2.9; F: -0.4; G: nt; H: 3.5; I: 0.2
